AGP1-GFP MLPCN = alters AGP1-GFP fluorescence in TOR pathway yeast screen; AID 2066; GFP response vs DMSO, % at 10 µM; 320,000 compounds, 0.02% hits; S. cerevisiae AGP1-GFP multiplex flow cytometry, 3 h; GFP as percent of DMSO wells;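 active = GFP response relative to DMSO above a set limit, near screen average plus 3 SD, cut at about 150% in these data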;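 note: median GFP channel fluorescence of the gated AGP1 strain per well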
RPL19A TOR yeast = modulators of TOR pathway RPL19A-GFP in S. cerevisiae; AID 2025; percent response vs DMSO, % at 10 µM; S. cerevisiae RPL19A-GFP strain, flow cytometry, 3 h; active compounds read low; 330,000 compounds, 0.3% hits;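 active = percent response vs DMSO below 50%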;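 note: median channel GFP fluorescence of the barcoded RPL19A-GFP strain; ratio of sample median GFP to plate DMSO average so 100% = DMSO; lower means less RPL19A-GFP as with rapamycin TOR inhibition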
Efflux pump inh = inhibitors of Candida antifungal efflux pumps expressed in yeast; inhibition, % at 10 µM; 330,000 compounds, 0.44% hits; S. cerevisiae Candida pump triplex, Nile Red efflux;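 active = plate passing quality check with inhibition over a set limit, or well fluorescence over plate mean plus 4 SD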;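 note: Nile Red retained in pooled yeast measured as flow cytometry median fluorescence; 0% = buffer negative control and 100% = Enniatin B positive control; higher means more Nile Red kept so more efflux inhibition; some compounds called inactive have numbers as strong as hits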
LAP4 TOR yeast = yeast TOR pathway LAP4-GFP modulation | S. cerevisiae LAP4-GFP multiplex, flow cytometry GFP, 3 h; median GFP as percent of DMSO wells | GFP response vs DMSO, % at 10 µM | 320,000 compounds, 0.34% hits;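 active = GFP response vs DMSO above a set limit, about the screen mean plus 3 SD, cut at about 150% in these data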
AHR act = human AHR activation | P35869 | AHR-responsive luciferase reporter cells, luminescence | activation, % at 5 µM | 320,000 compounds, 2.5% hits | AID 2796; in the data active = activation above about 47%;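 note: 0% = vehicle wells and 100% = reference agonist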
Target sequence (P35869 whole entry, looked up): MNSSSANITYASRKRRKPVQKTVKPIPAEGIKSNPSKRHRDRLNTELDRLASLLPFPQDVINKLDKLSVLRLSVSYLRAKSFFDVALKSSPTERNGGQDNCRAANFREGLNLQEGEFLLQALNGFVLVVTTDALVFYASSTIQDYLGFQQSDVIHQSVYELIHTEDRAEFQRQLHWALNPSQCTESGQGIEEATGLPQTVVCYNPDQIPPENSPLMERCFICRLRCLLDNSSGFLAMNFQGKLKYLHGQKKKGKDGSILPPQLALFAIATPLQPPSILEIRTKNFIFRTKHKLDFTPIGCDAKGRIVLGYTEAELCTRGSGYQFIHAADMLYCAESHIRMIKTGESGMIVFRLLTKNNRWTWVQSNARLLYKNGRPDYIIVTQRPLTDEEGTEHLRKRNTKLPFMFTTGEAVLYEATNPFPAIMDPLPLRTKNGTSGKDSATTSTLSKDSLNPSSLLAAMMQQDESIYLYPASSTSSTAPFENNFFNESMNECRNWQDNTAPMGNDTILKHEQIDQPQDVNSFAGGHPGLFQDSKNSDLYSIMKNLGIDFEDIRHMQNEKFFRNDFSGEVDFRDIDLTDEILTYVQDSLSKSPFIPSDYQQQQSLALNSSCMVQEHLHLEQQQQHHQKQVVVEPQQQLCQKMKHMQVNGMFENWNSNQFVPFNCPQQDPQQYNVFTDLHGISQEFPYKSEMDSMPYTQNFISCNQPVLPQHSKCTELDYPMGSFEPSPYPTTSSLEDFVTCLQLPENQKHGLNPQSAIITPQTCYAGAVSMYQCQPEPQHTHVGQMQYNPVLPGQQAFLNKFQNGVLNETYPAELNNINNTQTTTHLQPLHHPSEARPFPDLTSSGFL
CR mimetic SO = caloric restriction mimetics inhibiting age-related superoxide in yeast; S. cerevisiae aged cells, superoxide DHE fluorescence; active compounds read low; 330,000 compounds, 0.18% hits; superoxide response (% of plate mean), % at 10 µM;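 active = superoxide response under a set limit, about three screen SD below normal, cut at about 65% in these data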;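 note: yeast aged for seven days with compound at 30 °C before DHE staining; 100% = average MFI of all compound-treated wells on the plate with controls excluded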
CIT2-GFP yeast = alters CIT2-GFP fluorescence in TOR pathway yeast screen | S. cerevisiae CIT2-GFP strain, flow cytometry, 3 h; 100 means same as DMSO wells | GFP response vs DMSO, % at 10 µM | 320,000 compounds, 0.065% hits | AID 2029;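 active = GFP response relative to DMSO above a set limit, near the screen mean plus 3 SD, cut at about 150% in these data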;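 note: ratio of well median GFP fluorescence to mean of DMSO wells on the plate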
MEP2-GFP yeast = modulators of TOR pathway MEP2-GFP in S. cerevisiae. S. cerevisiae MEP2-GFP strain, flow cytometry GFP, 3 h; 100% = DMSO control level. GFP response vs DMSO, % at 10 µM. 330,000 compounds, 0.51% hits. AID 2016;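 active = GFP response versus DMSO above a set limit, roughly screen mean plus 3 SD, cut at about 180% in these data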;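 note: median GFP fluorescence of the barcode-gated MEP2-GFP cells per well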
* = called active by the depositor; / = not tested or not shown.

Below each SMILES: MEP2-GFP yeast	CR mimetic SO	CIT2-GFP yeast	AHR act	LAP4 TOR yeast	AGP1-GFP MLPCN	RPL19A TOR yeast	Efflux pump inh
> COc1ccccc1/C=C1\SC(=S)N(CCC(=O)Nc2ccc(C(=O)O)c(O)c2)C1=O
    110	90	110	0	101	109	110	0.1
> CCOc1cc(C(=O)OCc2ccc(C(=O)OC)o2)cc(Br)c1OC
    103	115	100	5	96	102	96	0.3
> CCN(Cc1ccc(OC)c(F)c1)C(=O)c1cc2ccccc2o1
    98	101	82	-1	82	92	98	0.2
> CN(Cc1cccs1)C(=O)c1cc(S(=O)(=O)N2CCOCC2)ccc1F
    102	105	98	1	116	105	96	0.1
> O=C(NNC(=O)c1ccc(-c2ccccc2)cc1)Nc1ccc(F)cc1F
    101	86	103	-2	101	98	95	0.3
> Cn1c(SCC(=O)Nc2ccc(F)cc2)nc2c([nH]c3ccccc32)c1=O
    107	110	104	14	81	95	110	0.0
> O=C(Cn1cncn1)N/N=C/c1c2ccccc2cc2ccccc12
    97	105	89	85*	90	91	92	0.0
> Cc1c(C(=O)Oc2cccc3ccccc23)cnn1-c1ccccc1
    103	95	98	6	104	93	97	0.0
> CCOC(=O)CN1N=C(c2ccc(Cl)s2)CSC1=O
    103	116	92	0	83	89	96	0.3
> CC(=O)N1c2ccc(S(=O)(=O)N3CCCC3C(=O)Nc3cccc(F)c3)cc2CC1C (configuration not stated)
    99	112	92	-1	96	95	94	0.0
> COc1cc(-c2[nH]ncc2CN(C)Cc2nonc2C)cc(OC)c1OC
    101	97	104	3	98	103	97	0.0
> CN(Cc1ccc(Cl)c(Cl)c1)C(=O)c1cccc(S(=O)(=O)N2CCN(Cc3ccccc3)CC2)c1
    97	97	93	22	103	102	97	0.5
> CC(=O)N1c2ccc(S(=O)(=O)NCCC(=O)N3CCC(C)CC3)cc2CC1C (configuration not stated)
    92	106	100	1	95	101	102	0.1
> COc1cccc(C(=O)CSc2nnc(COc3cccc4cccnc34)o2)c1
    104	96	101	2	104	105	99	0.0
> Cc1cc(=O)n(CC(=O)O)c2ccccc12
    98	92	95	0	109	102	95	0.1
> Cc1c(Cl)cccc1NC(=O)N1CCCC1
    108	93	104	-2	108	99	101	-0.1
> COc1cc(CCC(=O)N2CCN(c3cccc(C)c3C)CC2)cc(OC)c1OC
    114	104	99	2	106	101	104	0.1
> CCCc1cc(C(=O)N2CCN(c3ccccc3C)CC2)cs1
    98	92	91	1	99	97	94	0.2
> Cc1cnc(NC(=O)CSc2nnc(Cc3ccccc3)o2)s1
    106	95	94	2	103	100	95	-0.1
> CN(C)CCCNC(=O)/C(=N\O)c1ccccc1
    98	98	95	3	97	97	97	0.0
> COc1ccc(/C=N/NC(=O)CN(C)C(=O)OCc2ccccc2)cc1OC
    112	100	104	2	96	100	109	0.0
> O=C(O)c1cc(N/N=C/c2ccc(-c3ccccc3)cc2)ccc1Cl
    109	99	100	/	90	88	101	0.1
> CCOC(=O)NC(=O)COC(=O)c1ccc(Sc2ncn[nH]2)c([N+](=O)[O-])c1
    95	92	93	0	106	100	99	0.3
> COc1ccc(S(=O)(=O)N2CCCCC2)cc1NC(=O)c1ccc(N2CCCC2=O)cc1
    95	86	95	1	107	100	98	-0.1
> CC1CCN(C(=O)c2ccc3c(c2)NC(=O)/C(=C/c2ccccc2)S3)CC1
    95	123	86	-2	111	102	99	0.2
> O=C(Nc1nnc(-c2ccc3c(c2)CCCC3)o1)C1COc2ccccc2O1 (configuration not stated)
    102	108	89	24	128	90	98	0.5
> Cc1cc(=O)oc(C)c1C(=O)OCC(=O)c1ccccc1
    112	133	106	-3	100	107	105	-0.1
> O=C1NCCC12C(=O)Nc1ccccc12 (configuration not stated)
    102	98	93	1	105	100	93	0.1
> O=C(C[n+]1cc(-c2ccc(F)cc2)n2c1CCC2)Nc1nc(-c2ccccc2)cs1
    98	102	97	14	88	95	98	0.3
> O=C(CN(Cc1cccs1)C(=O)CSc1nnc(COc2ccccc2)o1)NC1CCCC1
    99	108	66	0	92	80	110	0.0

Reprinted from the part before: 2 compounds, then new ones.
Below each SMILES: MEP2-GFP yeast	CR mimetic SO	CIT2-GFP yeast	AHR act	LAP4 TOR yeast	AGP1-GFP MLPCN	RPL19A TOR yeast	Efflux pump inh
> O=C(C[n+]1cc(-c2ccc(F)cc2)n2c1CCC2)Nc1nc(-c2ccccc2)cs1
    98	102	97	14	88	95	98	0.3
> O=C(CN(Cc1cccs1)C(=O)CSc1nnc(COc2ccccc2)o1)NC1CCCC1
    99	108	66	0	92	80	110	0.0
> CC1COC(Cn2c3ccccc3c3ccccc32)O1 (configuration not stated)
    95	92	96	0	109	107	98	0.0
> CN1CCC(=NNC(=O)C(=O)Nc2ccccc2F)CC1
    100	86	96	-4	98	99	96	-0.1
> CCOC(=O)N1CCN(S(=O)(=O)Cc2ccccc2)CC1
    103	93	107	-1	98	105	99	0.0
> COc1ccc(CCNC(=O)c2c(-c3ccccc3Cl)noc2C)cc1
    109	93	105	2	102	106	104	0.0
> O=C(CCN1CCN(c2ccccc2F)CC1)Nc1cccc(F)c1
    113	110	110	-1	93	111	104	-0.1
> O=CNNC(=O)c1cccc([N+](=O)[O-])c1
    98	86	93	2	95	93	99	0.1
> Cc1ccc(C)c(OCC(=O)N/N=C/c2c(C)nn(-c3ccccc3)c2Cl)c1
    98	90	85	-3	103	102	100	-0.1
> COC(=O)[C@@H]1Cc2c([nH]c3ccccc23)C2CCC(=O)N21 (some centres not stated)
    102	93	108	/	92	97	102	-0.1
> CCCS(=O)(=O)c1nc(S(=O)(=O)c2ccc(C)cc2)c(N2CCC(O)CC2)s1
    120	88	109	0	115	117	115	0.2
> CC(=O)c1c(C)[nH]c(C(=O)COC(=O)CCCOc2ccccc2)c1C
    100	93	100	0	103	106	98	-0.2
> COc1cccc(C(=O)OCC(=O)NCC2CCCO2)c1 (configuration not stated)
    95	101	99	-2	90	97	98	0.0
> COc1ccc(-c2cc(C(=O)N/N=C/c3cccnc3)c3ccccc3n2)c(OC)c1
    101	109	94	16	106	107	98	0.0
> O=C(Nc1cccc(Cl)c1)Nc1ccc(Cl)cn1
    101	92	93	8	104	96	97	0.0
> Cc1ccc(S(=O)(=O)CCC(=O)Oc2ccc(-c3nnco3)cc2)cc1
    97	88	103	-1	98	108	96	0.1
> CC1CC(C)(C)CC2(C1)NC(=O)N(CC(=O)N(Cc1ccccc1)c1ccccc1)C2=O (configuration not stated)
    100	106	91	3	97	98	92	-0.1
> COc1ccc(C(=O)Nc2ccc(-c3nnn(CC(=O)NCc4ccco4)n3)cc2)cc1
    105	97	107	7	100	110	102	-0.1
> CCC(C(=O)Nc1c(C)cc(C)cc1C)N1CCCCCC1 (configuration not stated)
    98	103	95	6	97	94	95	0.0
> NNc1nnc2c3cc(F)ccc3n(CCc3ccccc3)c2n1
    103	125	92	2	102	93	96	0.3
> CC(C)Cc1nnc(NC(=O)CCC(=O)N2CCN(c3ccccn3)CC2)s1
    102	114	/	-2	99	102	106	0.9
> CCCc1ccc(-c2cc(C(=O)N3CCN(c4ccccn4)CC3)c3ccccc3n2)cc1
    100	97	87	-1	86	69	98	-0.4
> O=C1C=C(c2ccc(O)cc2)C[C@@H](c2ccc(Cl)cc2)C1
    93	110	76	-1	120	85	93	0.7
> Cc1ccc(/C(N)=N/OC(=O)CCc2ccccc2)cc1
    105	107	/	0	113	82	99	0.0
> CCOc1ccc(C)cc1S(=O)(=O)n1nc(C)cc1C
    97	92	98	0	102	101	93	-0.1
> CC(CCc1ccccc1)NC(=O)C1CCC1 (configuration not stated)
    88	106	98	3	113	106	96	0.0
> COc1cccc(NC(=O)C2CCCN2S(=O)(=O)c2ccc3c(c2)C(C)(C)C(=O)N3C)c1 (configuration not stated)
    98	93	102	1	105	104	104	-0.2
> COc1ccccc1NC(=O)C(C)N(C)CC(=O)Nc1cccc2ccccc12 (configuration not stated)
    103	89	105	15	93	102	98	0.1
> CCn1c(=O)[nH]c(=O)c2c(N)c(C(=O)c3ccccc3OC)sc21
    96	98	112	5	96	103	105	0.1
> Cc1c(C(=O)c2ccccc2)c(=O)n(C)c(=O)n1C
    84	84	97	4	93	89	97	-0.1
> CCc1nnc(NC(=O)Cn2nc(-c3ccccc3OC)ccc2=O)s1
    99	79	106	4	106	109	100	0.1
> CCOCN(C(=O)Cn1c(COC)nc2ccccc21)c1c(C)cccc1CC
    103	92	106	-1	98	105	101	0.0

(list continues)
Below each SMILES: MEP2-GFP yeast	CR mimetic SO	CIT2-GFP yeast	AHR act	LAP4 TOR yeast	AGP1-GFP MLPCN	RPL19A TOR yeast	Efflux pump inh
> O=c1[nH]c(CSc2ncc(C(F)(F)F)cc2Cl)nc2cc(C(F)(F)F)ccc12
    101	116	104	16	105	104	98	0.5
> O=C(Nc1ccc2ccccc2c1)c1ccc(NS(=O)(=O)c2ccc(Br)s2)cc1
    107	101	103	10	101	107	99	0.2
> CCOC(=O)c1cc(S(=O)(=O)N2CCCC2)cn1C
    105	92	111	-1	100	103	101	0.0
> Cc1cc(C(=O)N/N=C/c2ccc([N+](=O)[O-])cc2)c2ccccc2n1
    97	103	90	0	103	95	99	0.2
> O=C(O)CCCNC(=O)c1ccccn1
    105	97	98	0	88	93	102	-0.3
> O=C(/C=C/c1cccc(F)c1)N1CCN(c2ncccn2)CC1
    91	90	91	0	124	97	94	-0.2
> CCN(CC(=O)Nc1ccc(NC(C)=O)cc1)C(=O)CSc1nnc(-c2ccco2)n1CC
    97	83	103	1	109	110	104	-0.1
> CC(C)(C)c1nnc2sc(SCC(=O)c3ccc4c(c3)OCCO4)nn2c1=O
    93	94	99	1	97	104	100	0.0
> Cc1ccc(C)c(CSCc2nc3ccccc3[nH]2)c1
    99	105	101	/	98	100	104	-0.4
> Cc1ccc2nc(-c3ccccc3)cc(C(=O)N3CCN(S(=O)(=O)c4c(C)noc4C)CC3)c2c1
    102	116	92	2	100	89	93	1.1*
> COc1ccc(NC(=O)C2CCCN2S(=O)(=O)c2ccc(C)cc2)cc1 (configuration not stated)
    104	97	104	-1	109	107	103	-0.2
> COCCNC(=S)N1CCN(c2nc(-c3ccccc3)cs2)CC1
    120	104	106	-3	104	105	105	0.0
> CN(C(=O)CC1C(=O)NCCN1Cc1ccc(F)c(F)c1)C1CCCCC1 (configuration not stated)
    108	99	112	-4	100	114	118	-0.2
> CSc1ccccc1OCc1cc(C(=O)N(C)C2CCCc3ccccc32)no1 (configuration not stated)
    98	102	96	1	100	101	98	-0.1
> O=C(O)/C=C\C(=O)NCc1ccccc1
    97	93	96	-4	100	97	98	-0.1
> CC(=O)Nc1ccc2[nH]ccc2c1
    100	111	91	4	97	97	101	-0.1
> O=C(O)c1ccccc1C(=O)Nc1ccc(Oc2cccc(C(F)(F)F)c2)nc1
    97	104	96	2	106	96	94	0.1
> O=C(CN=C1NS(=O)(=O)c2ccccc21)OCC(=O)c1cc(F)ccc1F
    111	97	111	1	110	109	104	-0.1
> CC(OC(=O)CN(C)S(=O)(=O)c1ccc(Cl)cc1)C(=O)Nc1cccc(Cl)c1 (configuration not stated)
    102	109	111	0	99	109	103	-0.1
> CN(C)CC1CCCCC1OC(=O)c1ccc(Cl)cc1 (configuration not stated)
    94	105	102	2	98	102	111	0.1
> C#CCOCCOCCOCCNc1nc(N2CCN(C(=O)C([C@@H](C)O)n3cc([C@@H](N)CCCCN)nn3)CC2)nc(N2CCN(C(=O)[C@H](CCCN=C(N)N)n3cc(C(N)[C@@H](C)CC)nn3)CC2)n1 (some centres not stated)
    92	95	97	-1	90	99	96	-0.1
> COc1ccc(C2c3c(ccc4ccccc34)Oc3ncn4nc(CO/N=C/c5ccccc5)nc4c32)cc1 (configuration not stated)
    101	95	104	-2	105	107	101	0.1

Hits appear at their usual frequency; any-hit rate near 3.9%.
